# PAX8 reporter = inhibitors of PAX8-driven TPO luciferase reporter, primary screen, RMG-I cells, single concentration; actives 1.2% (n = 360,000); inhibition, % at 12.6 µM; AID 652154, 2013; SteadyGlo, 24 h;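 active = mean replicate inhibition at least 60% with every replicate also reaching 60%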;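 also: luciferase light reporting Pax8 driven TPO promoter activity; plate controls were median of neutral control wells for no effect and mitoxantrone controls for full effect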
# Cneo AK release = Cryptococcus neoformans cell lysis inducers, primary screen, AK release luminescence, single concentration | AID 651654, 2012 | lysis activity, % at 15 µM | actives 0.2% (n = 360,000) | C. neoformans lysis, adenylate kinase release luminescence, 4 h; normalised: neutral wells 0, clomiphene wells 100;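 active = mean lysis activity across replicates of at least 80%, whatever share of replicates individually reach that level; inactive = mean lysis activity below 80%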
#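 Assay system: log-phase C. neoformans yeast / Quantity: yeast cell density of 5 × 10^6 cells/mL / Medium: fresh YPD growth medium / Compound: single dose / Timing: static 4 h at 37 °C with compound, 1 h detection / Measured by: adenylate kinase release luminescence / Read-out: lysis from increased AK signal / Benchmarks: Clomiphene as positive lysis control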
# CASP6 VEID inh = human caspase-6 inhibitors, primary screen, biochemical, VEID-R110 fluorescence, single point, set 2 | P55212 | purified caspase-6, Z-VEID-R110 cleavage fluorescence | inhibition, % at 12.5 µM | actives 0.53% (n = 350,000);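 active = mean inhibition across replicates at least about 35%, with every replicate also reaching that limit, limit read from the data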;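 also: 0% = median of neutral control wells and 100% = no fluorescence left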
# Target sequence (P55212 24-179 limits assumed): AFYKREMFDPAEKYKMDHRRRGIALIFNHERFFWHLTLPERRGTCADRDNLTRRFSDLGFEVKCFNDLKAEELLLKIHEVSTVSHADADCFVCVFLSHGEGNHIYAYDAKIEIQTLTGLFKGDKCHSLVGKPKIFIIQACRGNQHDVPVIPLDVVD
# Target sequence (P55212 194-293 limits assumed): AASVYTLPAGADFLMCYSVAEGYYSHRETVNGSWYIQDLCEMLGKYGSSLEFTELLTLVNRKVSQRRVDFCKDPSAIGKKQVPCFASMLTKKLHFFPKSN
# miR-122 sensor = miR-122 Renilla sensor signal increase in Huh7, primary screen, miR-122 inhibitor project, cell-based, single point, plate reader; Huh7 miR-122 Renilla luciferase sensor, 48 h; neutral wells = 0, positive control = 100; activation (reporter increase), % at 12.5 µM; actives 0.3% (n = 340,000);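 active = mean replicate activation score at least 90 and every replicate individually at or above 90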;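 also: higher luciferase means less miR-122 activity so hits act as miR-122 inhibitors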
# PGC1a acetyl inh = inhibitors of PGC1a acetylation signal, primary screen, cell-based, U2OS, AlphaScreen, inhibitor mode. AlphaScreen anti-acetyl-lysine; with virally co-expressed GCN5 acetyltransferase. inhibition, % at 15.6 µM. actives 0.17% (n = 350,000);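 active = every replicate shows inhibition of at least 40%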;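 also: 0% = neutral control wells and 100% = positive control wells; some results beyond the cut were filed as inactive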
# FN deposition inh = inhibitors of fibronectin matrix deposition, primary screen, AH1F cells, Alexa488-fibronectin fluorescence, plate reader; AID 743247, 2014; AH1F fibroblasts, overnight; inhibition, % at 12.6 µM; actives 0.086% (n = 350,000);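 active = mean inhibition across replicates of 30% or more, regardless of how many single replicates reach that level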;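 also: positive control wells lacked labelled fibronectin entirely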
#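 Material: AH1F fibroblast monolayer depositing Alexa488-labelled fibronectin into matrix / Amount: 10000 AH1F cells per well / Signal: fluorescence 485/525 nm / Medium: DMEM, 2% serum / Compound: single dose, pinned / Incubation: 1 h cell adhesion before compound, then overnight fibronectin incubation / Reagent: Alexa488-FN, 24 nM final / Read-out: inhibition of fibronectin deposition signal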
# LGR2 inh = inhibitors of bursicon-induced LGR2 CRE-luciferase signal, primary screen, cell-based, HEK293, CRE-luciferase reporter, bursicon stimulation | AID 720647, 2013 | actives 0.35% (n = 380,000) | Drosophila bursicon receptor LGR2 (rickets) | inhibition, % at 9.99 µM | bursicon-stimulated, 4 h;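 active = drop in luminescence signal, shown as inhibition above about 50% in the replicate tests, limit read from the data, passing the limit was not always enough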;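 also: agonist challenge used bursicon conditioned medium at about half maximal strength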
# EWS-Fli block = EWS/Fli-driven NR0B1 reporter inhibitors, primary screen, A673 cells, NR0B1 luciferase, luminescence, MLPCN library | viability-normalised | actives 0.67% (n = 350,000) | inhibition, % at 12.6 µM;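 active = mean inhibition of at least 50% after viability correction, with every replicate also passing that limit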;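 also: firefly luciferase signal divided by Alamar Blue viability fluorescence both relative to DMSO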
# Numbers without * were called inactive; . = not tested or not shown; & = joins results of further samples; ! = not confirmed by another sample; [ ] = dose if it differs, or a comment. Rows were taken by chance. Share with any hit: about 2.5%.
SMILES,PAX8 reporter,Cneo AK release,CASP6 VEID inh,miR-122 sensor,PGC1a acetyl inh,FN deposition inh,LGR2 inh,EWS-Fli block
CCn1c(SCC(=O)OC2CCCCC2)nnc1-c1ccncc1,6,-6,.,-7,1,-6,.,.
O=C(Nc1cccc(Cl)c1)N[C@H]1CC[C@@H](CCNC(=O)C2CCCC2)O[C@H]1CO,4,-5,-1,5[16.7 µM],-1,1,21,-2
C[C@@H]1CN([C@H](C)CO)C(=O)c2cc(NC(=O)c3ccccc3)ccc2O[C@@H](C)CCCCO[C@@H]1CN(C)Cc1ccc(Cl)c(Cl)c1,51,2,2,-3[16.7 µM],2,15,15,2
CC(C)C(=O)Nc1ccc2c(c1)C(=O)N(C)[C@@H]1CC[C@H](CC(=O)Nc3ccccc3)O[C@H]1CO2,5,2,5,1[16.7 µM],3,-7,-7,-4
C[C@H]1CN([C@@H](C)CO)C(=O)CCCn2cc(nn2)CO[C@@H]1CN(C)C(=O)CCC(F)(F)F,-1&-11,-1&-2&-19,45*!,-10,3&-10&-2,-1&-5,-3&0,-15&-16&-1
O=C(Nc1ccc(Cl)cc1)Nc1nc(-c2ccccc2)cs1,5,.,-4,.,3,0,4,3
C/C=C/c1cnc2c(c1)C(=O)N([C@H](C)CO)C[C@H](C)[C@@H](CN(C)C(=O)c1cccc(F)c1)O2,-7,.,.,.,-6,-5,11,5
C[C@@H]1CCCCO[C@H](CN(C)C(=O)Nc2cccc3ccccc23)[C@H](C)CN([C@@H](C)CO)C(=O)c2cc(NC(=O)Nc3ccccc3)ccc2O1,1,0,.,5[16.7 µM],-7,1,-10,-10
Cc1cc(Cl)ccc1C(=O)C1CCCN(C(=O)c2nonc2C)C1 (stereo unspecified),0,-2,0,3,-13,-2,-19,.
CCOc1ccc(S(=O)(=O)NCCSCc2ccco2)cc1,.,-1,-1,-4,5,.,1,-2
COCCNc1cc(N)c([N+](=O)[O-])cc1[N+](=O)[O-],-23,.,0,.,.,1,7,-6
COc1ccc(CCN2C(=NC(=O)CC(C)C)SC3CS(=O)(=O)CC32)cc1 (stereo unspecified),.,0,1,-23,10,.,4,-1
COC(=O)C1=C(CS(=O)(=O)c2cc(Cl)ccc2OC)NC(=O)NC1c1ccc(O)c(OC)c1 (stereo unspecified),-1,4,0,-8,-4,-4,3,.
COc1cccc(CN(C)CC2CCCN(CCc3ccc(Cl)cc3)C2)c1OC (stereo unspecified),17,-1,-5,-6,11,-2,6,4
CC(C)(C)NC(=O)c1oc2ccccc2c1COc1ccccc1,3,2,14,-4,-13,1,6,2
C=CCN(CC=C)C(=O)COn1nnc2ccc(S(=O)(=O)N3CCOCC3)cc21,-4,0,1,.,5,-4,2,9
C[C@H](CO)N1C[C@H](C)[C@@H](CN(C)Cc2ccc(-c3ccccc3)cc2)Oc2ccc(NC(=O)C3CCCCC3)cc2CC1=O,11,1,-1,-18[16.7 µM],-17,.,-18,18
COc1cccc(C(=O)/C(C#N)=N/Nc2cccc(-c3ccnc(C)n3)c2)c1,1,.,0,.,.,9,0,7
CC(C)(C)C(=O)NC1CCN(S(=O)(=O)c2ccccc2F)CC1,-17,0,.,-1,5,10,.,.
CC(C)n1cc(CN2CCC(n3nccc3NC(=O)Cc3ccccc3)CC2)cn1,5,-2,-10,-7,.,6,3,-1
Cc1ccc(S(=O)(=O)N2CC(O)CC2C(=O)OCC(=O)Nc2ccc([N+](=O)[O-])cc2C(F)(F)F)cc1C (stereo unspecified),6,0,-1,3,4,5,2,-8
Cc1ccc(C)c(CN2C(=O)COc3ccccc32)c1,27,2,0,13,-6,3,.,-5
CCN(CC(=O)Nc1ccc(NC(C)=O)cc1)C(=O)C1(c2ccccc2)CC1,43,0,-3,-6,6,21,-8,-5
CC1CC(C)CN(C(=O)COC(=O)c2cc3ccccc3oc2=O)C1 (stereo unspecified),.,-1,-1,-5,-1,4,-58,-47
CCn1c(SCC(=O)Nc2ccc3c(c2)OCCO3)nnc1-c1c[nH]c2ccccc12,-3,-4,0,1,-7,-2,-35,-33
CO[C@@H]1CN(C)C(=O)c2cc(NC(C)=O)ccc2OC[C@H](C)N(Cc2cc(F)ccc2F)C[C@@H]1C,1,6,1,-13[16.7 µM],3,-13,-7,1
CCS(=O)(=O)N1CCN(CC2CC3C=CC2C3)CC1 (stereo unspecified),1,-1,.,0,2,-10,.,.
CC1(C)CC(=O)C(C=Nc2ccc(O)cc2)=C(O)C1,.,26,-1,-9,-6,.,-17,-4
O=C(CSCc1ccccc1Cl)N/N=C/c1ccco1,-46,.,3,.,.,-3,-7,-17
COc1ccc(NC(=O)Nc2ccc3c(c2)C(=O)N([C@@H](C)CO)C[C@@H](C)[C@@H](CN(C)C(=O)Nc2ccc(OC)cc2)O3)cc1,0,-1,0,1[16.7 µM],1,.,0,-6
O=C(c1ccco1)N1N=C(c2cccs2)CC1c1ccccc1O (stereo unspecified),-74,0,9,3,-17,0,4,.
CCn1c(SCc2nc3ccccc3[nH]2)nnc1-c1cccs1,.,-13,1,4,.,.,-5,-13
O=C(CNC(=O)c1ccc(Cl)cc1)c1ccc(Cl)cc1,-57,0,-7,-11,-1,3,-18,-23
COCc1ccc(CN2CCC(N3CCC(C(=O)N4CCCC4)CC3)CC2)o1,1,2,-29,.,.,9,4,.
O=C(Nc1ccc2c(c1)CCC2)c1cccc(OC(F)F)c1,-229,-6,-1,-4,-7,10,-91,-102
CC1CCC(NC(=O)c2cc3ccccc3cc2O)CC1 (stereo unspecified),-183,-3,1,.,.,-3,-105,-69
Cc1ccccc1-c1ccc([C@H]2[C@@H](CO)N3CCCCN(C(=O)Nc4cccc(F)c4)C[C@H]23)cc1,100*,29,-3,-26[16.7 µM],-43,.,.,67*
C[C@@H]1CN([C@@H](C)CO)C(=O)Cc2cc(NC(=O)CCC(F)(F)F)ccc2O[C@H]1CN(C)S(=O)(=O)c1ccccc1,9,-2,-2,-8[16.7 µM],-1,.,-2,2
COc1ccc(C(=O)OCC(=O)NC2CC2)cc1F,6,3,0,-1,-4,2,5,9
COc1ccc(CN2C(=O)C(=O)N(CC(N)=O)C2=O)cc1,-15,.,-2,.,1,.,-3,-1

# Single entries from above.
# Under PAX8 reporter, COCc1ccc(CN2CCC(N3CCC(C(=O)N4CCCC4)CC3)CC2)o1 has 1
# Under LGR2 inh, O=C(CSCc1ccccc1Cl)N/N=C/c1ccco1 has -7
# Under miR-122 sensor, Cc1ccccc1-c1ccc([C@H]2[C@@H](CO)N3CCCCN(C(=O)Nc4cccc(F)c4)C[C@H]23)cc1 has -26[16.7 µM]
# Under FN deposition inh, Cc1ccc(C)c(CN2C(=O)COc3ccccc32)c1 has 3
# Under PAX8 reporter, CC1CCC(NC(=O)c2cc3ccccc3cc2O)CC1 (stereo unspecified) has -183
# Under EWS-Fli block, CCn1c(SCC(=O)Nc2ccc3c(c2)OCCO3)nnc1-c1c[nH]c2ccccc12 has -33
# Under CASP6 VEID inh, CC(C)C(=O)Nc1ccc2c(c1)C(=O)N(C)[C@@H]1CC[C@H](CC(=O)Nc3ccccc3)O[C@H]1CO2 has 5

# The results go on.
SMILES,PAX8 reporter,Cneo AK release,CASP6 VEID inh,miR-122 sensor,PGC1a acetyl inh,FN deposition inh,LGR2 inh,EWS-Fli block
Cc1ccccc1S(=O)(=O)N[C@@H]1CC[C@H](CCn2cc(Cc3ccccc3)nn2)O[C@@H]1CO,5,6,0,.,40,0,-8,7
COC(=O)c1cc(C(=O)OCC(=O)c2ccc[nH]2)cc([N+](=O)[O-])c1,-2,-1,0,.,.,-3,1,-1
C[C@H]1CN([C@@H](C)CO)C(=O)Cc2cc(NS(=O)(=O)c3cn(C)cn3)ccc2O[C@H]1CN(C)S(=O)(=O)c1cn(C)cn1,11,-12,1,-3[16.7 µM],18,.,20,-21
COc1cc(CN2CCc3ccccc3C2)ccc1O,41,.,1,-17,24,-5,39,36
CO/N=C/C(c1ccc(Cl)nc1)S(=O)(=O)c1ccccc1 (stereo unspecified),5,1,1,-4,-7,6,-19,-6
Cc1cc(C)n(-c2ccc(NC(=O)C3CCCCN3C(=O)c3cc(C)oc3C)cc2)n1 (stereo unspecified),8,0,1,-3,4,-8,13,.
O=C(Cc1cccc(C(F)(F)F)c1)Nc1ccc(S(=O)(=O)N2CCCC2)cc1,16,1,4,33,.,3,-15,17
COc1ccc2c3c(n(C)c2c1)[C@H](CO)N(C(=O)Nc1ccc(F)cc1)CC31CN(Cc2ccccn2)C1,.,.,1,.,-11,1,-13,24
Cc1ccccc1OCCC(=O)N1CCN(S(=O)(=O)c2ccc(F)cc2)CC1,15,2,3,-6,-12,.,-15,.
CO[C@@H]1CN(C)C(=O)c2ccc(NC(=O)Cc3ccccc3)cc2OC[C@H](C)N(CC2CC2)C[C@@H]1C,-3,-1,1,-17[16.7 µM],-3,-5,15,2
COc1ccc(NC(=O)CSc2nc3ccccc3c(=O)n2CCCC(=O)NCC2CCCO2)c(OC)c1 (stereo unspecified),0,-3,0,2,-1,4,6,.
C[C@@H]1CN([C@H](C)CO)C(=O)c2cccc(NS(C)(=O)=O)c2O[C@@H]1CN(C)S(=O)(=O)c1ccc(F)cc1,.,.,.,7[16.7 µM],-4,.,5,-4

# Sorted by molar mass (high to low): some entries from above
SMILES,PAX8 reporter,Cneo AK release,CASP6 VEID inh,miR-122 sensor,PGC1a acetyl inh,FN deposition inh,LGR2 inh,EWS-Fli block
C[C@@H]1CN([C@H](C)CO)C(=O)c2cccc(NS(C)(=O)=O)c2O[C@@H]1CN(C)S(=O)(=O)c1ccc(F)cc1,.,.,.,7[16.7 µM],-4,.,5,-4
COc1ccc(NC(=O)CSc2nc3ccccc3c(=O)n2CCCC(=O)NCC2CCCO2)c(OC)c1 (stereo unspecified),0,-3,0,2,-1,4,6,.
COc1ccc2c3c(n(C)c2c1)[C@H](CO)N(C(=O)Nc1ccc(F)cc1)CC31CN(Cc2ccccn2)C1,.,.,1,.,-11,1,-13,24
Cc1ccccc1OCCC(=O)N1CCN(S(=O)(=O)c2ccc(F)cc2)CC1,15,2,3,-6,-12,.,-15,.
COC(=O)c1cc(C(=O)OCC(=O)c2ccc[nH]2)cc([N+](=O)[O-])c1,-2,-1,0,.,.,-3,1,-1
CO/N=C/C(c1ccc(Cl)nc1)S(=O)(=O)c1ccccc1 (stereo unspecified),5,1,1,-4,-7,6,-19,-6
COc1cc(CN2CCc3ccccc3C2)ccc1O,41,.,1,-17,24,-5,39,36

# Screening data from PubChem BioAssay.
